PAX8 reporter: inhibitors of PAX8-driven TPO luciferase reporter, primary screen, RMG-I cells, single concentration; inhibition, % at 12.6 µM; 360,000 compounds, 1.2% hits; SteadyGlo, 24 h;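 active means mean replicate inhibition at least 60% with every replicate also reaching 60%; inconclusive means only one of the two criteria is met; inactive means mean below 60% and not all replicates reaching 60%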;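 further: luciferase light reporting Pax8 driven TPO promoter activity; plate controls were median of neutral control wells for no effect and mitoxantrone controls for full effect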
F508del corr: F508del CFTR correction, initial screen, CFBE line, single point; CFBE cells, YFP halide quenching; stimulated with forskolin plus potentiator P3; % fluorescence drop versus neutral controls; 350,000 compounds, 0.36% hits; AID 720511, 2013; activity (quench increase), % at 7.58 µM;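 active means mean added fluorescence quench of at least 8% versus neutral control, with both replicates also reaching 8%; inconclusive means only one of the mean or replicate conditions met; inactive means mean below 8% and not both replicates reaching 8%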;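 further: cells transiently co-express mutant CFTR-F508del with the halide-sensitive YFP; corrector assay measuring rescue of mutant channel to the surface after 24 h compound exposure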
ARNT TACC3 PPI: disruptors of ARNT/TACC3 protein interaction, primary screen, biochemical, AlphaScreen, single concentration; Transforming acidic coiled-coil-containing protein 3 (Homo sapiens), Q9Y6A5; AlphaScreen His-ARNT PAS-B/GST-TACC3 binding, luminescence; TACC3 fragment carries E629A point mutation; inhibition, % at 9.99 µM; 390,000 compounds, 0.66% hits; AID 623870, 2012;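 active means mean inhibition of replicates at least 50% and at least half of replicates each reaching 50%; inconclusive means half or more replicates reach 50% but mean below 50%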;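 further: 0% = complete ARNT plus TACC3 wells and 100% = ARNT alone without TACC3; many hits fall short of the cut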
INS-1E GSIS act: GLuc luminescence reporter in INS-1E cells, primary screen for activators of glucose-dependent secretion of insulin; INS-1E GLuc reporter insulin secretion, 2-3 h; activation, % at 16.6 µM; 370,000 compounds, 0.61% hits;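 active means lowest replicate activation of at least 40%, so every replicate reaches that level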;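 further: 0% = median of neutral control wells and 100% = median of IBMX positive control wells; some compounds called inactive have numbers as strong as hits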
ERp5 block: inhibitors of ERp5-driven insulin aggregation, primary screen, biochemical, turbidity, absorbance 650 nm, single point. Protein disulfide-isomerase A6 (Homo sapiens), Q15084. 90 min. inhibition, % at 9.99 µM. 350,000 compounds, 0.05% hits. AID 651711, 2012;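 active means mean replicate inhibition above about 25%, with every replicate also reaching it, limit read from the data, passing the limit was not always enough; inconclusive means only one of those two criteria met; inactive means neither criterion met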
Target sequence (Q15084 whole entry, looked up): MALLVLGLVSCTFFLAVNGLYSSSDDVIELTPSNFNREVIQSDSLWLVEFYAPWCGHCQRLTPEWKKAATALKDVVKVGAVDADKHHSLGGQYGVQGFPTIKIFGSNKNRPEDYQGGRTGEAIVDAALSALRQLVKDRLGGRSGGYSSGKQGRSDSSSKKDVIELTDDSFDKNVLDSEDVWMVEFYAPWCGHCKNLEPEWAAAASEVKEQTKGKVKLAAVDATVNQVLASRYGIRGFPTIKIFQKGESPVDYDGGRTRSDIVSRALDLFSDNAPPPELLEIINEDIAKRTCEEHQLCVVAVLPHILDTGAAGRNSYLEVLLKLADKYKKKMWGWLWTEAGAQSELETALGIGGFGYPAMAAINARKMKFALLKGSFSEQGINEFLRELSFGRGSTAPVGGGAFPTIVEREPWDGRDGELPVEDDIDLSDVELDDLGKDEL
DENV2 CPE: inhibitors of DENV2 cytopathic effect, primary screen, cell-based, plate reader, single concentration | DENV2-infected cells, cytopathic effect rescue | CPE inhibition, % at 9.99 µM | 350,000 compounds, 1.7% hits | AID 651640, 2012; in the data active means CPE inhibition above about 20%, passing the limit was not always enough; inconclusive means no clear call, values can overlap the other calls; tested in BHK-21 cells;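 further: 0% = median of neutral control wells and 100% = median of positive control wells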
EWS-Fli block: EWS/Fli-driven NR0B1 reporter inhibitors, primary screen, A673 cells, NR0B1 luciferase, luminescence, MLPCN library; viability-normalised; inhibition, % at 12.6 µM; 350,000 compounds, 0.67% hits;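 active means mean inhibition of at least 50% after viability correction, with every replicate also passing that limit; inconclusive means mean reaches 50% but only one of two replicates passes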;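 further: firefly luciferase signal divided by Alamar Blue viability fluorescence both relative to DMSO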
Xi reactivation: activators of inactive X chromosome reactivation, primary screen, imaging, XiGFP fibroblasts, GFP high-content imaging, set 2; 360,000 compounds, 0.055% hits; XiGFP mouse fibroblasts, % GFP-positive cells imaging, 3 d; cells co-treated with 5-aza-dC sensitizer; scaled so ellipticine positive control = 100%; activation, % at 7.58 µM; AID 743238, 2013;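 active means mean normalized replicate activation at least 10% and every replicate at or above 10%; inconclusive means only one of the two criteria met; inactive means mean below 10% and not all replicates reach 10%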;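 further: 0% = median of on-plate neutral control wells and 100% = ellipticine 6 µM median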
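System: 68-5-11 XiGFP fibroblast line; Timing: 3 days compound exposure; Compound dosing: one concentration, pinned; Benchmarks: positive control ellipticine, 6 µM final; Buffer or medium: DMEM containing 5-aza-dC.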
* marks the source's active call; other numbers are inactive results; ? = inconclusive; . = no result given.

no.	Molecule	PAX8 reporter	F508del corr	ARNT TACC3 PPI	INS-1E GSIS act	ERp5 block	DENV2 CPE	EWS-Fli block	Xi reactivation
1	C[C@@H]1CN([C@H](C)CO)S(=O)(=O)c2ccc(C#CCN(C)C)cc2O[C@H]1CN(C)C(=O)c1ccccc1F	-7	.	2	-4	2	20	12	-1.2
2	CCN(CC)CCOC(=O)c1ccc(NC(=O)c2cccc(C)c2[N+](=O)[O-])cc1	-11	.	.	-4	1	1	10	0.0
3	Cc1cccc(C)c1N=C1C(=O)Nc2ccccc21	-12	-0.4	5	25	2	-8	31	0.0
4	CO[C@H]1CN(C)C(=O)c2cc(NC(=O)c3cc(C)on3)ccc2OC[C@H](C)N(C(=O)C2CC2)C[C@@H]1C	.	-0.5	-8	-5	-6	-6	0	0.4
5	Cc1ccc(NS(=O)(=O)c2cc(NC(=O)C(C)Oc3ccccc3)ccc2C)c(C)c1 (configuration not stated)	16	.	-3	-16	.	.	.	0.1
6	COc1ccc(C2CC(=O)Nc3n[nH]c(-c4ccccc4)c32)cc1OC (configuration not stated)	-21	3.2	.	10	-2	-1	-8	0.0
7	CCN(C(=O)COC(=O)c1cccc(S(=O)(=O)N(CC)CC)c1)C1CCS(=O)(=O)C1 (configuration not stated)	6	0.0	25	29	-10	-2	.	0.0
8	CC1(C)CC2CC(C)(CN2S(=O)(=O)c2cccc(C(=O)OCC(N)=O)c2)C1 (configuration not stated)	.	-0.3	9	3	3	-2	1	0.0
9	COc1ccc(CNC(=O)C[C@H]2C[C@H]3c4cc(NC(=O)CN(C)C)ccc4O[C@H]3[C@H](CO)O2)cc1	4	-3.5	-6	3	-9	11	7	0.2
10	C[C@H](CO)N1C[C@H](C)[C@@H](CN(C)Cc2ccc(-c3ccccc3)cc2)Oc2c(NS(C)(=O)=O)cccc2C1=O	-5	3.1	5	-20	0	-7	-3	0.2
11	C[C@H]1CN([C@@H](C)CO)C(=O)c2c(c3ccccc3n2C)-c2ccccc2CO[C@@H]1CN(C)Cc1ccc(C(F)(F)F)cc1	64*	3.9	.	-31	6	-13	-3	0.4
12	O=C(CSc1nnc(Cc2cc(=O)[nH]c(=O)[nH]2)n1-c1ccc(Cl)cc1)NC1CCCC1	-5	-1.4	-1	-7	3	-7	-2	0.0
13	COc1ccc(Cl)cc1Nc1nc(NCCO)nc(N2CCCCC2)n1	6	2.1	0	.	4	7	3	0.0
14	COc1cccc(C2C3=C(N=c4s/c(=C\c5ccc(O)cc5)c(=O)n42)c2ccccc2CC3)c1OC (configuration not stated)	-4	.	-2	3	3	-6	-3	0.5
15	CCC(=O)N1CC(=O)N2[C@H](CO)[C@H](c3ccc(C#Cc4cccc(F)c4)cc3)[C@H]2C1	.	1.6	.	-8	5	3	1	0.2
16	CC(=O)Nc1ccc(C(C)=NNC(=O)C2CCCC2)cc1	-14	1.9	.	-6	4	-14	-18	-0.1
17	Cc1occc1C(=O)NC(C)C12CC3CC(CC(C3)C1)C2 (configuration not stated)	2	-2.0	-10	-13	2	-4	15	0.5
18	CN(C)CCCNc1nc(N)c([N+](=O)[O-])c(NC2CCCCC2)n1	-6	2.1	6	23	0	12	-18	0.1
19	COc1ccc(C(=O)OCC(=O)Nc2ccc(N3CCOCC3)cc2)cc1	5	1.9	-4	8	4	-1	0	0.0
20	CCCNc1nc(C)cc(-c2cc(-c3ccc(Cl)cc3)on2)n1	-16	-0.2	-1	14	-6	8	-22	0.0
21	CCOC(=O)C1Oc2ccccc2C(c2ccc(C)cc2)=C1C(=O)OC (configuration not stated)	-14	0.6	6	-4	1	2	5	0.0
22	O=C(NCCSc1ccccn1)c1ccc(Cl)cc1Cl	-120	-0.1	-2	23	1	-3	-41	0.2
23	O=C(NNc1ncccc1-n1cccc1)c1ccc(Cl)cc1	-4	-3.0	-8	-5	1	-3	-5	0.1
24	O=C(CCCN1C(=O)c2ccccc2C1=O)Nc1nnc(C2CC2)s1	-1	-2.5	-3	12	6	5	6	0.0
25	Cc1cccc(N/N=C/c2ccccc2O)c1	-110	2.5	2	-2	0	-2	-92	0.0
26	O=C1/C(=C\c2cccnc2)SC(=S)N1c1ccc(F)cc1	-5	1.0	-2	-7	1	.	9	0.2
27	CO[C@@H]1CN(C)C(=O)c2ccc(NC(=O)c3cc(C)on3)cc2OC[C@@H](C)N(S(=O)(=O)c2cccc(F)c2)C[C@H]1C	.	0.9	-2	-6	-3	12	11	0.3
28	NC[C@H](Cc1ccccc1)NCCCCC1CCCCC1	17	-0.7	-6	17	5	35*	8	0.0
29	CC=Cc1ccc2n(c1=O)C[C@@H]1[C@@H](CO)[C@H](C(=O)Nc3ccc(-c4ccccc4)cc3)[C@H]2N1C(=O)CC (mixture of isomers)	25	.	8	-14	1	8	8	0.0
30	Cc1cc(NC(=O)Nc2ccc(Cl)cc2)n(C(C)(C)C)n1	-17	0.0	-6	1	6	0	-6	0.2
31	CC(C)c1ccc(NC(=O)COc2ccc(C3SCCS3)cc2)cc1	9	-2.1	-3	1	6	-3	-13	0.4
32	COc1cc2c(cc1OC)C1=C(C#N)CCC(=NC(=O)c3ccco3)N1CC2	3	4.2	-2	75*	3	-8	9	0.0
33	O=C(C[C@H]1C=C[C@@H](NC(=O)C2CC2)[C@H](CO)O1)NCc1ccccc1Cl	-3	-0.1	-11	6	-2	?	-10	0.4
34	O=C(C[C@@H]1C=C[C@@H](NC(=O)c2ccc(F)cc2)[C@@H](CO)O1)NCCc1ccncc1	3	0.8	0	12	1	1	-5	-0.1
35	CNC[C@H]1Oc2cc(C3=CCCC3)ccc2S(=O)(=O)N([C@H](C)CO)C[C@@H]1C	-10	0.3	.	-2	.	.	-5	0.0
36	CC(Oc1cc2oc(=O)c3c(c2cc1Cl)CCC3)C(=O)NC1CC(C)(C)NC(C)(C)C1 (configuration not stated)	-11	1.7	0	-7	.	3	.	0.0
37	Cc1ccc2nc(-c3cccnc3)cc(C(=O)Nc3ccc(F)cc3C)c2c1	8	1.3	-2	22	3	-1	-10	0.0
38	CCCN(C)C[C@H]1Oc2ncc(-c3cccc(C(=O)N(C)C)c3)cc2C(=O)N([C@@H](C)CO)C[C@H]1C	.	-0.8	-10	4	-3	-8	-6	-0.3
39	Cc1cccc(NC(=O)C2CCN(S(=O)(=O)c3ccc4ccccc4c3)CC2)n1	11	-1.6	9	-33	-1	2	7	0.3
40	Cc1ccc(/C=N/NC(=O)c2cccc3ccccc23)o1	7	4.2	-3	15	-4	6	-5	0.0
41	Cc1ccc(S(=O)(=O)NCCc2nnc3ccc(NCCCOC(C)C)nn23)cc1	-1	1.2	.	4	1	.	-3	0.4
42	CC(=O)C1(C)C(=O)N(c2ccc(F)cc2)C(=O)N1c1ccc(F)cc1 (configuration not stated)	-12	0.6	7	.	2	5	-12	0.0
43	CN(CCOc1cccc2ccccc12)Cc1ccccc1	-16	-3.4	-28	12	0	-5	5	0.0
44	O=C(NNC(=O)C12CC3CC(CC(C3)C1)C2)c1ccccc1O	21	-7.5	12	1	2	-6	2	-0.2
45	Cc1ccccc1-c1ccccc1[C@H]1[C@@H](C#N)N(C(=O)c2cccc(F)c2)[C@@H]1CO	.	2.0	.	-24	13	-5	-10	0.0
46	COc1cc(/C=N/NC(=O)CSc2n[nH]c(=O)[nH]c2=O)cc(OC)c1O	0	4.5	57*	3	3	-7	7	0.0
47	Nc1nc(CSc2ccccc2)nc(N2CCCCC2)n1	-149	0.8	.	1	-4	0	-40	-0.1
48	C[C@@H]1CN([C@H](C)CO)C(=O)CCCn2cc(nn2)CO[C@@H]1CN(C)C(=O)Nc1ccccc1C(F)(F)F	-3	1.1	.	14	.	.	-2	0.1
49	CCCC#Cc1ccc2c(c1)O[C@H](CN(C)Cc1ccncc1)[C@H](C)CN([C@H](C)CO)S2(=O)=O	.	4.5	-1	-30	-7	6	15	-0.1
50	CCCCCCCCc1c(O)nc(-n2[nH]c(C)c(CCO)c2=O)[nH]c1=O	-3	-1.7	24	2	4	1	3	0.0

Sorted by the number under DENV2 CPE (ascending): 3 of the compounds above
nr	compound	F508del corr	ARNT TACC3 PPI	INS-1E GSIS act	ERp5 block	DENV2 CPE
43	CN(CCOc1cccc2ccccc12)Cc1ccccc1	-3.4	-28	12	0	-5
47	Nc1nc(CSc2ccccc2)nc(N2CCCCC2)n1	0.8	.	1	-4	0
50	CCCCCCCCc1c(O)nc(-n2[nH]c(C)c(CCO)c2=O)[nH]c1=O	-1.7	24	2	4	1

Further entries:
no.	Molecule	PAX8 reporter	F508del corr	ARNT TACC3 PPI	INS-1E GSIS act	ERp5 block	DENV2 CPE	EWS-Fli block	Xi reactivation
51	O=C(CSc1ccccc1)NCc1ccccc1	-53	-1.5	-12	-15	2	-3	-40	0.0
52	O=C(C1CCOCC1)N1CC[C@H]2[C@H](CO)Nc3ccc(Br)cc3[C@H]21	-12	2.1	4	10	-2	-10	-17	-0.1
53	O=S(=O)(/N=C(/c1ccccc1)N1CCCCC1)c1ccccc1	-16	.	0	22	.	.	.	0.0
54	O=C(COc1cccc2cccnc12)Nc1cccc(S(=O)(=O)N2CCCC2)c1	-5	0.8	9	12	0	0	0	0.2
55	COc1ccc(Cn2cc(CN3CCOCC3)nn2)cc1	-20	0.5	.	18	-2	-9	5	0.3
56	C[C@@H]1CCCCO[C@@H](CN(C)C)[C@@H](C)CN([C@@H](C)CO)C(=O)c2cc(NS(=O)(=O)c3ccc(Cl)cc3)ccc2O1	5	0.2	7	2	11	-9	-5	0.0
57	CCc1ccc(C(C(=O)NC2CCCC2)N(Cc2cccnc2)C(=O)c2csnn2)cc1 (configuration not stated)	-3	-0.4	1	-23	-3	-2	15	0.3

Compound activity (PubChem BioAssay)
